# TcdB inh – TcdB glycohydrolase inhibitors, primary screen, biochemical, single point, plate reader. TcdB glycohydrolase enzymatic assay. inhibition, % at 9.99 µM. 0.24% of 350,000 active; in the data active means inhibition above about 10%
# PriA SSB inh – inhibitors of Klebsiella pneumoniae PriA binding to SSB C-terminal tail, primary screen, biochemical, AlphaScreen | PriA–SSB C-terminal tail interaction (Klebsiella pneumoniae) | inhibition, % at 33 µM | AlphaScreen SSBct-PriA binding, biotinylated peptide | 0.6% of 430,000 active; in the data active means inhibition mostly above about 37%, no sharp cut-off; inactive means mostly below about 20%;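 further: plate controls were negative control peptide for no effect and reference peptide for full effect; strong numbers were not always called active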
# Anthrax LF prot – Bacillus anthracis LF protease inhibitors, primary screen, biochemical, multiplex microsphere, MLPCN library | 0.12% of 360,000 active | inhibition, % at 10 µM | Lethal factor (Bacillus anthracis), P15917 | multiplex microsphere protease cleavage assay; further: plate controls were buffer without enzyme for full effect and enzyme alone for no effect
# Target sequence (P15917 whole entry, looked up): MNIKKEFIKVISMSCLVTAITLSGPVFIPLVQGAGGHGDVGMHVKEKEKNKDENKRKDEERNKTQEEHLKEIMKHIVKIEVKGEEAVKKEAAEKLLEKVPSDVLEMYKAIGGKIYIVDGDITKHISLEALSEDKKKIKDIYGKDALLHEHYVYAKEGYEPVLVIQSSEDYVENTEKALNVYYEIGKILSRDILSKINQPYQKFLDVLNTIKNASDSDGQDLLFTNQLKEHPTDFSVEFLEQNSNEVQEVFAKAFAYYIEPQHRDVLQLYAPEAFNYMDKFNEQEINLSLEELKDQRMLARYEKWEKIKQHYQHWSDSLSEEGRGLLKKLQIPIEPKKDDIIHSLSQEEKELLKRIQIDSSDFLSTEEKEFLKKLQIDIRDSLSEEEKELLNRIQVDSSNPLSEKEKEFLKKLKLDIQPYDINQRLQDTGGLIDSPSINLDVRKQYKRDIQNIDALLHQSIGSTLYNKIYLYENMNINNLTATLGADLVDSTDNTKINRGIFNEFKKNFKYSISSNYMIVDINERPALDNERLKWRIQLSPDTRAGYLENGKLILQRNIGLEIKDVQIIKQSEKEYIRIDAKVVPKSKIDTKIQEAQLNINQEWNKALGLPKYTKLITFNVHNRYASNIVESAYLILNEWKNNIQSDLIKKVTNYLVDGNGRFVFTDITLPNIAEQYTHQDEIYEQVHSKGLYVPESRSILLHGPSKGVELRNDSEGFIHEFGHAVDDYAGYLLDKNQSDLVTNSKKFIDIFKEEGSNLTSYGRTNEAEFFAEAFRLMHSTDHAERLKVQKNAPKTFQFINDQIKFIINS
# BoNT A protease – BoNT/A light chain protease inhibitors, primary screen, biochemical, flow cytometry, MLPCN library. Botulinum neurotoxin type A light chain protease (Clostridium botulinum A str. ATCC 3502). multiplex microsphere protease substrate cleavage. inhibition, % at 10 µM. 0.17% of 360,000 active. AID 588499, 2011; further: plate controls were buffer without enzyme for full effect and enzyme alone for no effect
# BH1578 lux ind – inducers of Vibrio cholerae quorum light production without autoinducers, primary screen, BH1578 luxS cqsA deficient, single point; V. cholerae BH1578 lux reporter, luminescence, 6 h; activation, % at 18.7 µM; 0.16% of 350,000 active; AID 588436, 2011; in the data active means activation mostly above about 9.7%, no sharp cut-off; inconclusive means no clear call, values can overlap the other calls; inactive means mostly below about 3.7%; further: not every result past the cut was called active; inactives centre near 0; reference of the scale not given here
# 3CLpro inhibitor – SARS-CoV 3CLpro protease inhibitors, primary screen, biochemical, quenched FRET | Replicase polyprotein 1ab (Severe acute respiratory syndrome coronavirus), P0C6X7 | recombinant SARS-CoV 3CLpro, quenched FRET peptide cleavage | inhibition, % at 6 µM | 0.14% of 290,000 active; in the data active means inhibition above about 12%
# PrPC TRFRET – inhibitors of human cell surface prion protein PrPC, primary screen, cell-based, TR-FRET | TR-FRET read-out | inhibition, % at 13.8 µM | 0.43% of 370,000 active; in the data active means inhibition above about 24%; further: 0% = median of the test wells and 100% = reference compound wells
# Yp Topo-I inh – Yersinia pestis topoisomerase I inhibitors, primary screen, biochemical, cleavage product accumulation, plate reader, single point | DNA topoisomerase I (Yersinia pestis CO92) | activity, % at 10 µM | AID 504884, 2011 | Y. pestis Topo-I cleavage product accumulation | 0.064% of 360,000 active; in the data active means activity above about 50%, passing the limit was not always enough; inconclusive means no clear call, values can overlap the other calls; further: inactives centre near 2
# PfHsp40 yeast – rescue of yeast from PfHsp40 toxicity, primary screen, S. cerevisiae, ATP luminescence; S. cerevisiae expressing PfHsp40, growth rescue; growth rescue, % at 12.5 µM; 0.68% of 340,000 active; in the data active means growth rescue above about 28%, passing the limit was not always enough; inconclusive means no clear call, values can overlap the other calls;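 further: yeast W303a lacking pdr1 and pdr3 grown in galactose medium; growth measured after three days at 30 °C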
# Active calls of the source: *; i = inactive; u = inconclusive; x = no result given; & = joins results of further samples. Unless noted, no stated cut-off is given here; in the data, active means inhibition above about 30%; inconclusive means no clear call, values can overlap the other calls; inactive means below that. Only part of the results is shown (hit frequency here may not be typical).
compound	TcdB inh	PriA SSB inh	BoNT A protease	Yp Topo-I inh	BH1578 lux ind	3CLpro inhibitor	Anthrax LF prot	PfHsp40 yeast	PrPC TRFRET
COCCN(CC(=O)Nc1cccc(C)c1C)C(=O)c1cc(-c2ccncc2)nc2ccccc12	-4.7	5.9	2.0	5.6	i	x	-6.2	-1.0	-8.8
C[C@H]1Cn2cnc(C(=O)Nc3cccc(Cl)c3)c2C(=O)N1	1.0	x	0.6	-2.3	-0.2	x	0.3	x	-2.6
O=C(CCSCCc1ccccn1)Nc1c(F)c(F)c(F)c(F)c1F	x	-5.3	-0.5	7.9	i	2.1	-0.2	-0.7	-0.4
CCOc1ccccc1C1CC(c2cccs2)=NN1S(C)(=O)=O (stereo not given)	1.0	-5.9	3.1	13.9	i	4.8	-15.1	-0.7	4.5
O=C1NC(=O)N(c2ccc(Cl)cc2)C(=O)/C1=C/c1ccc2c(c1)CCN2Cc1ccccc1Cl	2.1	-5.6	0.3	3.4	-0.4	x	-2.1	-1.2	-1.1
O=c1ccc(NS(=O)(=O)c2ccccc2)cn1Cc1ccc(Cl)c(Cl)c1	x	4.2	1.9	-12.0	i	4.2	-3.9	1.3	-2.3
CC(=NCc1ccc2c(c1)OCO2)c1c(O)n(-c2ccc(C)cc2)c(=O)[nH]c1=O	1.4	1.6	-5.8	14.4	-0.4	1.3	-6.5	1.6	3.0
N/C(Cc1nc(-c2ccc(Br)cc2)cs1)=N\O	1.3	x	0.3	4.0	i	2.3	-6.9	-0.2	-5.0
CCOc1cc2c(cc1OCC)-n1cccc1C(c1ccccc1F)NC2 (stereo not given)	0.0	15.3	0.7	7.2	i	2.5	-4.2	-0.8	-13.2
O=C(CNC(=O)C1CCCCC1)OCc1cc(=O)oc2ccc3ccccc3c12	x	-7.9	5.0	1.5	i	-4.4	1.7	-0.1	-5.7
O=C(COC(=O)c1ccc2c(c1)S(=O)(=O)c1ccccc1C2=O)NC1CC1	0.2	0.6	0.0	-3.5	-0.7	3.3	-2.2	0.5	-30.8
CC1(C)CC2CC(C)(CN2CC(=O)C(C#N)c2ccccc2)C1 (stereo not given)	x	-8.7	0.1	-1.5	1.5	6.7	-2.8	0.1	7.2
CC1C(=O)N2CCCc3cc(S(=O)(=O)Nc4ccccc4C(N)=O)cc1c32 (stereo not given)	1.2	-15.2&-6.0	4.2	-10.2	-8.2	x	-1.9	-0.7	-7.8
Cc1ccc(C2=NOC(=O)/C2=C\c2ccccc2)cc1	0.6	14.5	-4.0	-4.6	-0.6	x	-4.4	-0.1	-6.7
Cc1ccc(S(=O)(=O)N(CC(=O)Nc2ccccc2C(=O)O)c2ccccc2)cc1	6.2	5.9	-0.8	-0.8	-0.8	3.7	0.0	0.5	-1.5
Cn1cccc1C1(C(F)(F)F)NCCNC1=O (stereo not given)	x	-11.7	-0.7	5.5	-0.1	-5.5	-4.6	0.5	-0.1
O=C(CCCn1cnc([N+](=O)[O-])n1)Nc1ccc(Cl)cc1Cl	x	5.4	0.2	-4.3	i	-0.4	3.0	-1.4	-7.1
Cc1cc(C)c(OCC(=O)NCC(C)(C)N2CCOCC2)c(C)c1	2.0	-7.9	2.7	15.7	i	x	-1.0	-1.8	-3.7
CCOc1ccc(S(=O)(=O)Nc2nc3ccccc3nc2Cl)cc1	1.9	-12.5	-0.7	6.1	i	-2.4	-4.5	2.6	8.2
O=C(CSc1nnc(-c2ccccc2)o1)N1CCOCC1	x	2.9	2.3	1.3	i	0.5	3.8	0.0	-3.0

# Next section:
compound	TcdB inh	PriA SSB inh	BoNT A protease	Yp Topo-I inh	BH1578 lux ind	3CLpro inhibitor	Anthrax LF prot	PfHsp40 yeast	PrPC TRFRET
CCc1cc2ccc(C)c(C)c2nc1SCC(=O)NNC(=O)c1ccco1	7.5	-1.5	-2.0	44.9	-0.2	-4.7	15.0	1.3	19.2
Cc1ccc(OCC(=O)N/N=C2\CCOc3c(C)cccc32)cc1	0.1	x	1.5	11.0	-0.7	6.4	-0.3	-0.5	5.5
COc1ccc(C#Cc2cccc(-c3nc(C(=O)N4CCN(C)CC4)cc4c3[C@H](CCO)N(S(=O)C(C)(C)C)C4)c2)cc1OC (stereo not given in full)	-0.1	x	-0.7	x	x	x	-7.8	x	-3.5
CCC(ONc1ccccc1C(F)(F)F)(C(=O)NN(C)C)c1ccccc1 (stereo not given)	-0.5	3.5	-0.1	-5.0	1.4	x	5.1	54.1*	3.7
COC(=O)CCC(=O)c1oc2ccccc2c1NC(=O)CCCN1C(=O)c2ccccc2C1=O	x	-6.8	0.1	-1.6	-6.2	-0.2	-2.6	-0.4	6.9
OC1C2CN3CN(C2)CC1(c1ccccc1)C3 (stereo not given)	2.0	-3.5	-0.7	1.4	i	2.4	3.9	1.7	2.9
CC1CC(C)CN(C(=O)c2cc3cc(Br)cc(Br)c3o2)C1 (stereo not given)	1.4	-9.1	-0.4	42.7	0.4	-0.7	-5.4	1.8	-4.2
CCOC(=O)c1nn(-c2ccccc2F)c(-c2ccccc2)c1C(=O)c1ccccc1	x	-14.2	-0.6	-3.1	i	-1.1	-3.7	0.3	2.5
Nc1ccc(S(=O)(=O)N2CCc3ccccc32)cc1	3.7	-6.3	-1.0	-4.5	i	1.6	-9.2	-0.9	4.6
CC(NC(=O)Cc1ccc(S(=O)(=O)N2CCOCC2)s1)c1ccc(Cl)c(Cl)c1 (stereo not given)	0.6	-10.0	0.2	13.5	-0.7	x	-2.7	-1.3	11.7
Cc1cccc(NC(=O)c2nc[nH]c2C(=O)N[C@@H](C)c2ccccc2)c1	3.3	-4.2	-0.9	10.6	i	x	-6.6	3.1	6.2
COc1cccc(C(=O)Nc2nnc(-c3ccccc3)s2)c1	-4.7	1.1	-3.2	-4.2	-0.6	-0.2	-1.7	-0.8	10.0
O=C(Nc1nc(-c2ccncc2)cs1)C1c2ccccc2Oc2ccccc21	2.0	6.6	6.3	-3.3	-0.3	-5.0	2.7	1.6	10.6
O=C(NC1CC1)c1cc(F)c(F)cc1Cl	x	-5.0	-0.8	-1.3	-1.0	-1.3	-3.7	1.2	-3.6
CCN(CC)CCCNC(=O)c1ccc(Cl)c(S(=O)(=O)Nc2ccccc2OC)c1	x	-12.5	2.0	7.0	x	0.2	-7.1	-0.2	-9.8
COc1ccc(CN(C)C(C)C(=O)Nc2ccc(S(=O)(=O)N3CCOCC3)cc2)c(OC)c1 (stereo not given)	-2.4	-0.8	0.4	1.5	-0.9	1.1	-4.2	-1.2	-1.5
Cc1ccc2nc(SCC(=O)NCc3ccco3)[nH]c2c1	x	-3.6	-0.4	3.7	-0.5	-2.2	-5.2	-0.6	7.2
COc1ccc(CC(=O)N/N=C/c2ccc(-c3ccc(F)cc3)o2)cc1OC	1.1	i	-1.0	11.0	-0.3	-0.6	6.6	-0.1	-10.8
C/C(=N\NC(=O)c1cccnc1)c1cccc([N+](=O)[O-])c1	0.5	x	-0.8	6.3	-0.5	2.3	-2.0	-0.1	3.3
CCCCC(O)(CCCC)C(=O)NN(C(=O)OCC)c1ccccc1	x	-3.2	-0.9	1.8	-4.5	-4.5	0.2	0.2	0.8

# Next part.
compound	TcdB inh	PriA SSB inh	BoNT A protease	Yp Topo-I inh	BH1578 lux ind	3CLpro inhibitor	Anthrax LF prot	PfHsp40 yeast	PrPC TRFRET
CCN(CC)S(=O)(=O)N1CCC(C(=O)NCc2ccc(C)cc2)CC1	x	-11.0	0.2	17.4	-9.7	3.6	4.2	-0.8	-6.3
O=S(=O)(NC1CCCCC1)c1cccc2nsnc12	-1.7	-1.6	1.7	1.5	-0.4	-1.6	0.4	0.8	-17.2
Nc1ccc(C(=O)NCC(=O)O)cc1	0.5	-3.0	-0.7	-9.4	-1.4	x	8.2	-0.4	-3.4
Nc1c(C(=O)Nc2ccccc2)c2nc3ccccc3nc2n1CCCN1CCOCC1	-0.5	-34.1	x	8.6	i	2.4	x	-0.7	4.6
COC(=O)C1=Nc2ccccc2/C1=C\c1c(O)n(-c2cc(OC)ccc2OC)c(=O)[nH]c1=O	-1.5	x	0.1	-2.2	-0.2	5.8	-3.4	1.1	-8.7
NC(=O)C1CCN(c2ncnc3c(-c4ccccc4)nsc23)CC1	x	-9.4	-2.1	3.2	i	-4.4	-4.1	u	-4.6
CC1CN=C(Nc2ccccc2)S1 (stereo not given)	x	-16.1	-0.4	1.4	i	1.5	-0.2	0.5	1.9
C#CCn1c(=NC(=O)c2ccc(S(=O)(=O)N3CCc4ccccc4C3)cc2)sc2cc(S(N)(=O)=O)ccc21	x	-12.5	-0.1	30.4	-0.4	2.8	4.8	1.2	x
CC(=O)Nc1cccc(-c2csc(C(C)(O)c3ccc(F)c(F)c3)n2)c1 (stereo not given)	2.9	x	-0.3	-6.7	-0.1	x	-2.8	x	0.8
COc1ccccc1NS(=O)(=O)c1cc(NC(=O)c2ccc3ccccc3n2)ccc1Cl	x	3.0	-0.2	-0.6	i	4.1	-0.4	0.3	-4.8
Cc1ccccc1C(OCC(O)CN1CCC(C(N)=O)CC1)c1ccccc1 (stereo not given)	1.3	6.9	-0.2	-7.5	-0.6	-0.7	-16.0	1.5	-8.7
O=C(COC(=O)C(Cc1ccccc1)NC(=O)c1ccccc1)c1ccccc1 (stereo not given)	0.3	0.1	-0.2	30.8	1.6	-0.4	-1.0	0.5	-2.7
COc1ccc(CC(=O)NNc2ncnc3c2cnn3-c2ccccc2)cc1	-0.6	-13.9	-0.7	0.7	-0.4	0.5	0.5	-0.3	-5.7
c1ccc(-c2cc3c(N4CCOCC4)ncnc3s2)cc1	x	0.8	1.0	1.0	1.3	3.2	1.1	3.6	-10.7
CCn1c(=O)c2cc(C(=O)NCCN3CCOCC3)sc2c2ccccc21	0.7	-10.7	-0.1	16.9	i	-3.4	-10.7	0.1	-17.0
Nc1c(Cl)cc(Cl)cc1C(=O)OCC(=O)N1CCCC1=O	x	-6.6	1.0	2.5	-1.8	x	4.1	-0.7	x
COc1ccc(CN(C(=O)c2nsc(Cl)c2Cl)C(C(=O)NC2CCCC2)c2ccc(C)cc2)cc1 (stereo not given)	0.3	6.2	-0.1	33.6	-0.2	1.6	0.2	-0.2	11.8
COc1cccc(NC(=O)Nc2nc(-c3ccc(OC)c(OC)c3)cs2)c1	1.5	11.9	-0.5	-15.1	-0.2	-6.1	-2.1	9.8	16.7
Cc1ccc(C(=O)OC2CCS(=O)(=O)c3sccc32)cc1 (stereo not given)	x	-15.3	0.2	16.4	-0.4	3.4	-1.2	1.5	6.8
CCCC(=O)Nc1cc(C(F)(F)F)ccc1N1CCOCC1	-0.4	-3.0	-0.2	-4.4	i	-2.2	-0.9	-0.2	0.4
COc1ccc(CCNC(=O)C2CCCN(S(C)(=O)=O)C2)cc1 (stereo not given)	1.4	-6.5	-5.6	0.8	0.2	0.8	14.4	-1.2	-2.1

# Of the compounds above, 2 have bromine.
compound	TcdB inh	PriA SSB inh	BoNT A protease	Yp Topo-I inh	BH1578 lux ind	3CLpro inhibitor	Anthrax LF prot	PfHsp40 yeast	PrPC TRFRET
N/C(Cc1nc(-c2ccc(Br)cc2)cs1)=N\O	1.3	x	0.3	4.0	i	2.3	-6.9	-0.2	-5.0
CC1CC(C)CN(C(=O)c2cc3cc(Br)cc(Br)c3o2)C1 (stereo not given)	1.4	-9.1	-0.4	42.7	0.4	-0.7	-5.4	1.8	-4.2

# Screening data from PubChem BioAssay.
